Compound activity deposited in PubChem BioAssay by several laboratories.
NPY1 pot ag: NPY-Y1 receptor potentiators or agonists, primary screen, cell-based; Neuropeptide Y receptor type 1 (Homo sapiens), P25929; activation, % at 3.6 µM; 0.37% of 220,000 active; NPY-Y1 expressing cells, potentiator/agonist activation; in the data active means activation above about 33%, passing the limit was not always enough;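 further: cells stimulated with NPY at EC10 then isoproterenol at EC100; 0% = low agonist plus stimulus and 100% = saturating agonist plus stimulus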
Target sequence (P25929 whole entry, looked up): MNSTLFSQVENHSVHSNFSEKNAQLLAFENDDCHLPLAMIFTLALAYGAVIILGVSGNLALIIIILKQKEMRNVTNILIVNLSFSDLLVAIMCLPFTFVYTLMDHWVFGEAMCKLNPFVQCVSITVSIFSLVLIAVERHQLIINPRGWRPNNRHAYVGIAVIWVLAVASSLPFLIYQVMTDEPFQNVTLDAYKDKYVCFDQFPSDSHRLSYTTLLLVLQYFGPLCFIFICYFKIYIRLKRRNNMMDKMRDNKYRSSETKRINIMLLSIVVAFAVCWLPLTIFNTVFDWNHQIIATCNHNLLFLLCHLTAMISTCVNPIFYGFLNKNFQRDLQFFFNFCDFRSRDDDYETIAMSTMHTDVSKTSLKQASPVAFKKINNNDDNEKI
EP2 mod: EP2 receptor modulators, cAMP readout, primary screen, cell-based, HTRF cAMP, PGE2 stimulation; 0.83% of 260,000 active; AID 940, 2007; Prostaglandin E2 receptor EP2 subtype (Homo sapiens), P43116; induction, % at 25 µM; EP2-expressing cells, cAMP HTRF FRET, PGE2 co-stimulation;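 active means compounds whose cAMP rise, as percent of the full-agonist control response, exceeds 60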;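 further: rat C6 glioma line stably carrying human EP2 under a CMV promoter; the protocol text gives 20 µM as final concentration; 100% = response of wells given 1 µM PGE2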
Target sequence (P43116 whole entry, looked up): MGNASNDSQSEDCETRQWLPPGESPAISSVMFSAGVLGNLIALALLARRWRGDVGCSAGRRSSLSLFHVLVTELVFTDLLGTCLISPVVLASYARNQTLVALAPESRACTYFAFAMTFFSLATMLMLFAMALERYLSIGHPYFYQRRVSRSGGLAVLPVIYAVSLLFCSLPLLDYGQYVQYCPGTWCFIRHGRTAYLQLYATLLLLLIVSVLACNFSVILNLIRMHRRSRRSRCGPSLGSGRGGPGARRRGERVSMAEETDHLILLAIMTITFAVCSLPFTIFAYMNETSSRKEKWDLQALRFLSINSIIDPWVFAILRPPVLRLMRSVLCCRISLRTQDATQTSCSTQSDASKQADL
NPY Y1 blocker: NPY-Y1 receptor antagonists, primary screen, cell-based | Neuropeptide Y receptor type 1 (Homo sapiens), P25929 | HEK293-CNG Y1 cells, membrane potential fluorescence; NPY at EC95, then isoproterenol | inhibition, % at 3.6 µM | 1% of 200,000 active;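 active means inhibition above the campaign mean inhibition of all tested compounds plus 3 SD, cut at about 20% in these data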;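 further: 0% = DMSO wells given NPY plus isoproterenol and 100% = isoproterenol alone without NPY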
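Benchmarks – high control isoproterenol alone, low control NPY with isoproterenol · Material – HEK293 Y1/CNG channel cell line · Times – dye 3 h, compound 60 min room temperature, stimulation 45 min · Probe or stimulus – NPY (25 nM), isoproterenol (1 µM), Ro 20-1724 (25 µM) · Evaluation – % inhibition of NPY effect · Signal – fluorescence, membrane potential probe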
PPC-1+TRAIL kill: compounds killing PPC-1 cancer cells with TRAIL present, primary screen, TRAIL potentiator project, ATPLite luminescence, uHTS. PPC-1 cells + TRAIL, ATPLite viability luminescence. cell killing (% activity), % at 4 µM. 0.41% of 220,000 active;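 active means cell killing above 50% in the first pass at 4 µM, then a duplicate retest at 5 µM averaging 50% or more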;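 further: plate controls were cells with TRAIL plus DMSO for no effect and medium-only wells lacking cells for full effect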
CHOP inhibitor: inhibitors of CHOP promoter induction, primary screen, cell-based, unfolded protein response, luciferase reporter | 3.8% of 220,000 active | CHO-K1 CHOP-promoter luciferase, tunicamycin-induced, 15-18 h | inhibition, % at 10 µM;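 active means compounds that reduced the stress-induced luciferase reporter signal by more than about 70% of percent inhibition, limit read from the data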;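 further: 0% = tunicamycin plus vehicle and 100% = wells without tunicamycin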
TRPML3 ag: human TRPML3 channel agonists, primary screen, cell-based, HEK293 TRPML3-YFP, Fluo-8 calcium fluorescence, 3 µM; 100% = the carbachol control signal; activation, % at 3 µM; 0.29% of 220,000 active;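 active means activation above its plate's cutoff, the mean activation of the plate's test wells plus 3 SD, cut at about 12% in these data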;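 further: 0% = DMSO only wells and 100% = carbachol wells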
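Test system: HEK293 cells stably carrying human TRPML3-YFP; Doses: single dose, 3 µM final nominal compound, 0.3% DMSO final; Schedule: dye loading 1 h 37 °C then 30 min ambient, 125 s read; Technique: Fluo-8 calcium fluorescence; Benchmarks: high control carbachol 87 µM, low control DMSO.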
TRPN1 ag: zebrafish TRPN1 channel agonists, primary screen, cell-based, HEK293, calcium fluorescence; HEK293 zebrafish TRPN1-YFP, Fluo-8 calcium fluorescence; 100% = response to 87 µM carbachol; 0.18% of 220,000 active; activation, % at 3 µM; AID 1424, 2008;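 active means activation above its plate's cutoff, the mean activation of test wells on that plate plus 3 SD, cut at about 19% in these data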;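 further: 0% = DMSO alone and 100% = 87 µM carbachol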
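Assay system: Zebrafish TRPN1-YFP in HEK293 cells | Incubation: Dye loading 1 h at 37 °C, then 30 min room temperature | Measured by: Kinetic Fluo-8 fluorescence, ex 470-495, em 515-575 nm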
14-3-3 Bad PPI: inhibitors of 14-3-3 zeta/Bad binding, primary screen, biochemical, TR-FRET, bovine 14-3-3 zeta | 0.71% of 220,000 active | TR-FRET 14-3-3zeta/Dy647-pBad peptide displacement, 1 h | inhibition, % at 21.7 µM | 14-3-3 protein zeta/delta (Bos taurus), P63103;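 active means inhibition above about 70%, limit read from the data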;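 further: 0% = full 14-3-3 plus peptide FRET controls and 100% = background without 14-3-3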
Target sequence (P63103 whole entry, looked up): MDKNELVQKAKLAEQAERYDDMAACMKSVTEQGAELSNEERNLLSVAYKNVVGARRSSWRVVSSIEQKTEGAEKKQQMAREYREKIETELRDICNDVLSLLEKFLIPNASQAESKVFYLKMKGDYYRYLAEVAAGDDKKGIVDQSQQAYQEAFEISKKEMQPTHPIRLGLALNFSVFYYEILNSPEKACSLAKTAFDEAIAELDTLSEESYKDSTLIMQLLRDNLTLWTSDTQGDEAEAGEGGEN
EP2 antag: human EP2 receptor antagonists, primary screen, TR-FRET cAMP, C6 glioma cells; Prostaglandin E2 receptor EP2 subtype (Homo sapiens), P43116; C6 glioma cells expressing human EP2; cells stimulated with saturating PGE2; inhibition, % at 25 µM; 0.52% of 260,000 active; AID 1422, 2008;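 active means percent inhibition above 40 after rounding to a whole number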;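 further: rat C6 glioma host cells with rolipram phosphodiesterase inhibitor present; the protocol text gives 20 µM as final concentration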
Numbers without * were called inactive; / = not tested or not shown; & = joins results of further samples; [ ] = another dose, or the depositor's remark.

Screens in order – TRPML3 ag	NPY Y1 blocker	CHOP inhibitor	EP2 mod	NPY1 pot ag	EP2 antag	TRPN1 ag	14-3-3 Bad PPI	PPC-1+TRAIL kill
CCOC(=O)N1CCC(NC(=O)C(NS(=O)(=O)c2ccc3c(c2)CCN3C(=O)CC)C(C)C)CC1 (configuration not stated)
→ 0.8	-4	9	14	-2	6	-1.0	-3	-11
CC(Sc1ccccc1)C(=O)Nc1ccccc1C(=O)N1CCOCC1 (configuration not stated)
→ -0.1	2	-11	2	-10	20	1.1	2	1
COc1ccc(N=Nc2[nH]c3ccc(C)cc3c2O)cc1
→ 1.1	-4	91*	9	20	7	1.6	-3	10
COc1ccc(NC(=O)/C(C#N)=C/C=C/c2ccco2)cc1
→ 0.4	8	31	2	-15	14	-0.3	7	12
C=CCSc1nnc(NC(=O)COc2ccc3ccccc3c2)s1
→ -0.8	13	57	10	-13	-2	1.2	5[fluorescence artefact?]	18
CCN(CC)CC(=O)Nc1nc(-c2ccc(Cl)cc2)cs1
→ 0.4	4	20	-20	-10	12	-1.4	-1	-9
CCC(C)NC(=S)N1CCN(Cc2ccc3c(c2)OCO3)CC1 (configuration not stated)
→ 0.3	-6	-12	-26&-33	16	13&6	-0.6	17	-6
COc1ccc(-c2nc3c(c(=O)[nH]c(=O)n3Cc3ccccc3)n2Cc2ccccc2)cc1
→ -0.1	7	76*	74*	-16	4	-1.0	-11[fluorescence artefact?]	18
CCN1CCN(c2cc(-c3ccccc3)nc3cc(-c4cccc(F)c4)nn23)CC1
→ 1.3	1	65	21	-20	9	1.4	-1	11
CCc1cccc2c(C#N)cn(CCOc3ccccc3OC)c12
→ 0.0	7	23	40&42	3	13&14	-1.3	8	-3
Cc1ccccc1OCC(=O)N/N=C1\SCC(=O)N1Cc1ccccc1
→ 0.3	2	9	-48	-19	8	1.0	-12	8
COc1ccccc1CNC(=O)C(=O)Nc1nccs1
→ 0.2	4	-7	-16	3	13	-0.1	0	16
O=C(Nc1ccc2c(c1)OCCO2)C1CCC1
→ 1.1	2	-26	-32	10	0	1.2	-21	24
C#CCOCCOCCOCCNc1nc(N2CCN(C(=O)[C@H](CCC(=O)O)n3cc(C(N)CC(C)C)nn3)CC2)nc(N2CCN(C(=O)[C@H](CCC(=O)O)n3cc(C(N)[C@H](C)CC)nn3)CC2)n1 (some centres not stated)
→ 0.8	-4	9	33	4	8	0.2	41	-5
COc1ccc(OC)c2[nH]c(=O)c(CCNC(=O)C(=O)c3c(C)[nH]c4ccccc34)cc12
→ 0.2	-3	-7	5	2	5	-0.9	-6	-11
O=C(CSc1nnc(-c2ccco2)o1)NC1CC2CCC1C2 (configuration not stated)
→ -0.1	5	1	20	10	10	0.6	2[fluorescence artefact?]	15
O=C(NNC(=S)Nc1ccccc1)c1ccco1
→ 0.0	3	-13	3	0	-1	1.3	-3	12
CC(C)[C@H](NC(N)=O)C(=O)NCCc1ccc(Cl)cc1
→ 0.8	7	4	32	6	7	0.8	-1	5
Cc1csc(NC(=O)c2cc(-c3ccccc3)nc3ccccc23)n1
→ -0.4	22*	34	6	-105	5	0.5	-3[fluorescence artefact?]	12
COc1ccc(-c2cnc(SCC(=O)Nc3nc(C(C)(C)C)cs3)n2Cc2ccco2)cc1
→ 0.0	8	24	18	-14	11	0.4	-11	12
CCCCN1C(=O)C2NN=C(C(=O)OCC)C2C1=O (configuration not stated)
→ 0.2	7	-4	-6	0	3	-0.5	-5	13
CSc1ccccc1NC(=O)c1cnc2n(c1=O)CCS2
→ 1.0	0	-5	1	-17	12	1.3	-3	27
CCOCCCn1c(SCC(=O)NC(C)(C)C)nc2ccccc2c1=O
→ 0.6	7	-12	13	-7	4	0.3	4[fluorescence artefact?]	17
CCC(C)Sc1nnc(Cc2cc(=O)[nH]c(=O)[nH]2)n1-c1ccc(F)cc1 (configuration not stated)
→ 0.1	6	-19	-2	-7	18	0.2	-7	12
CC(C)Cn1c(N)c(C(=O)COC(=O)c2cc(-c3ccco3)nc3ccccc23)c(=O)n(C)c1=O
→ 0.0	11	3	11	3	/	1.4	3[fluorescence artefact?]	23
Cc1ccc2cc(CN(CC3CCCO3)S(=O)(=O)c3ccc4c(c3)OCCO4)c(=O)[nH]c2c1C (configuration not stated)
→ 0.6	2	/	/	0	7	-0.3	/	/
COCc1nc2ccccc2n1Cc1ccccc1C
→ -0.1	-2	15	-4	1	5	-0.9	-7	1
COc1ccccc1-n1c(-c2ccccc2)n[nH]c1=S
→ 0.6	0	0	34	8	7	-0.1	-11	17
CC(=O)NC(CC(=O)NC1CCCCCC1)c1ccccc1 (configuration not stated)
→ 1.2	7	26	10	-14	6	-0.8	-10	-3
CCCCCCc1c(O)nc(SCCN2CCOCC2)[nH]c1=O
→ 0.3	-3	-13	-1	16	4	-1.2	14	12
CC/C(O)=C1\C(=O)CCCC1=NCCc1c(C)[nH]c2ccc(C)cc12
→ 0.5	/	5	-53	-16	7	2.2	0	0
CCCS(=O)(=O)c1c(S(=O)(=O)CCC)c2ccc(C(N)=O)cn2c1C(=O)OC
→ 1.4	-2	-17	14	1	8	0.1	3	-21
CCC1CCCCN1C(=O)CSC1=NN2CCCC(=O)N=C2S1 (configuration not stated)
→ 1.7	/	1	5	-14	6	0.3	4	3
CCN(CC)CCNC(=O)c1ccc(NC(=O)c2cn(-c3ccccc3)nc2-c2cccs2)cc1
→ 2.5	-4	67	-48	13	23	4.7	7	31
C=CCn1c(=N)n(CC(O)COc2ccc(OC)cc2)c2ccccc21 (configuration not stated)
→ 0.8	5	20	-34	-48	14	-0.2	0	21
COc1ccccc1C(=O)C1CCCN(C(=O)c2cc(C(C)C)no2)C1 (configuration not stated)
→ 0.4	1	4	-4	-4	2	1.0	-2	-10
CCOc1ccccc1C(=O)N1CCOCC1
→ 1.1	-1	27	10	-8	7	0.1	-6	-18
O=C(Cc1sc(-c2ccccc2Cl)nc1-c1ccccc1)Nc1ccc(F)cc1
→ 0.6	9	60	22	1	10	-0.1	-7	18
COc1ccc(Cn2nnnc2CN(Cc2cc3cc(C)ccc3[nH]c2=O)C2CCCC2)cc1
→ 0.3	1	55	1	-12	14	-0.2	6	-1
O=C(NNc1cccc(Cl)n1)c1c(Cl)cccc1Cl
→ 0.0	6	-1	-19	6	2	1.4	5	18
O=C(CCC(=O)OCc1ccc(C(=O)Oc2ccc(Cl)cc2)cc1)Nc1ccccc1
→ 0.1	7	7	8	-3	7	0.5	-2[fluorescence artefact?]	14
COc1cc(/C=N/N2CCOCC2)ccc1OC(=O)c1ccco1
→ 0.5	1	-7	-7	11	9	1.0	-11	5
CC(=O)NC(CCCNC(=S)NC1CCCCC1)C(=O)O (configuration not stated)
→ 0.0	1	10	16	6	9	0.7	5	-7
O=C(Nc1ccccn1)c1ccc([N+](=O)[O-])o1
→ 0.2	4	-31	-5	-19	12	0.5	-20	5
COc1ccc(OC)c(-n2c(=O)c3ccccc3c3ccccc3c2=O)c1
→ 0.1	3	-46	27	5	4	0.3	-6	15
CC(C)C1C(c2ccccc2)NC(c2ccccc2)CC1(O)c1ccc(F)cc1 (configuration not stated)
→ -0.6	/	80*	52	-16	3	-1.1	7	7
O=C(C1CCCO1)N1CCN(Cc2nc3ccccc3c(=O)[nH]2)CC1 (configuration not stated)
→ 1.1	3	1	-8	-22	11	0.6	19[fluorescence artefact?]	8
N#Cc1c(NC(=O)CN2CCN(C(=O)c3ccco3)CC2)sc2c1CCCCC2
→ 1.3	0	15	-19	14	5	4.4	-2	2
COc1ccc(C2=NCCc3cc(OC)c(OC)cc32)cc1OC
→ 0.9	9	-5	22	10	12	-1.2	-9	6
COc1ccc(CS(=O)(=O)/C(Cl)=C(/Cl)C(=O)Nc2ccc(OC)nc2)cc1
→ 0.7	2	/	-26	-3	11	-0.6	0	16
CCOC(=O)c1ccc(NC2OC(=O)c3ccccc32)cc1 (configuration not stated)
→ 0.0	-1	28	32	-5	12	0.0	5	21
OCC12COC(c3ccccc3)N1C(c1ccccc1)OC2 (configuration not stated)
→ -0.1	1	18	19	-10	-8	0.8	4	-1
O=C(Nc1ccc(C(=O)N2CCOCC2)cc1)Nc1ccc(Cl)cc1Cl
→ 1.0	0	40	-21	3	10	-0.9	0	-2
Cc1ccccc1N(CC(=O)N/N=C/c1ccccc1Cl)C(=O)c1ccccc1
→ 0.8	-2	73*	26	11	14	0.0	13	0
O=C1CCC([N+](=O)[O-])C(c2cc3c(cc2Cl)OCO3)N1 (configuration not stated)
→ 1.1	5	-8	-10	14	13	0.6	-9	23
CCN(CC)CC#CC(C)(C)OC(C)=O
→ -1.0	1	/	/	15	10	0.5	/	/
CCC(Sc1nc2n[nH]c(C)c2c(=N)n1-c1ccc(C)c(Cl)c1)C(=O)N1CCOCC1 (configuration not stated)
→ 1.0	4	18	-35	14	8	2.2	9[fluorescence artefact?]	23
CCOC(=O)CSc1nc2c(sc(=S)n2Cc2ccco2)c(=O)n1-c1ccc(F)cc1
→ 0.6	21*	-9	36	-2	2	-0.4	1	10
COc1cc(C)ccc1OCCOCCOc1ccc([N+](=O)[O-])cc1
→ -1.3	14	-8	-4	-12	7	-2.5	1[fluorescence artefact?]	30
CCOc1ccc(-c2nnc(-c3cccs3)o2)cc1
→ 0.1	6	32	2	-25	10	1.0	17	37

A draw from above in order of SMILES length, low to high.
Screens in order – TRPML3 ag	NPY Y1 blocker	CHOP inhibitor	EP2 mod	NPY1 pot ag	EP2 antag	TRPN1 ag	14-3-3 Bad PPI	PPC-1+TRAIL kill
OCC12COC(c3ccccc3)N1C(c1ccccc1)OC2 (configuration not stated)
→ -0.1	1	18	19	-10	-8	0.8	4	-1
O=C1CCC([N+](=O)[O-])C(c2cc3c(cc2Cl)OCO3)N1 (configuration not stated)
→ 1.1	5	-8	-10	14	13	0.6	-9	23
O=C(CCC(=O)OCc1ccc(C(=O)Oc2ccc(Cl)cc2)cc1)Nc1ccccc1
→ 0.1	7	7	8	-3	7	0.5	-2[fluorescence artefact?]	14

A portion of the library (hit frequency here may not be typical).
